Screening results: PubChem BioAssay, several laboratories
SMARCA2 activ: SMARCA2 (BRM) function activators, primary screen, cell-based, luminescence, high throughput | 370,000 compounds, 1% hits | activation, % at 9.1 µM | MG213 cells, MMTV-luciferase reporter, dexamethasone, overnight; in the data active means activation above about 7.8%;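 further: 0% = vehicle wells and 100% = reference activator wells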
ssDAF12 agonist: S. stercoralis DAF-12 nuclear receptor activators, primary screen, cell-based, luminescence, HEK293, GRIP1 co-expression, lit1-tk-luc | HEK293 ssDAF-12/GRIP1 lit1-tk-luc reporter; % of 3 µM dafachronic acid response | activation, % at 6.8 µM | 370,000 compounds, 1% hits;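 active means activation above the mean over all tested compounds plus 3 SD, cut at about 0.9% in these data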;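 further: 0% = DMSO-only wells and 100% = 3 µM delta7-dafachronic acid wells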
DAX1 inh-1: DAX1 (NR0B1) inhibitors, primary screen, cell-based, HEK293, Gal4-DAX1, luciferase luminescence; 340,000 compounds, 0.99% hits; inhibition, % at 6.75 µM; Nuclear receptor subfamily 0 group B member 1 (Homo sapiens), P51843; AID 504766, 2011; HEK293 Gal4-DAX1 luciferase reporter;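 active means inhibition above the mean over all tested compounds plus 3 SD, cut at about 4.2% in these data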;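 further: 0% = DAX1-transfected cells with DMSO and 100% = empty-vector control cells with DMSO; inhibition shows as a rise in luminescence from relieved DAX1 repression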
Target sequence (P51843 207-470 limits assumed): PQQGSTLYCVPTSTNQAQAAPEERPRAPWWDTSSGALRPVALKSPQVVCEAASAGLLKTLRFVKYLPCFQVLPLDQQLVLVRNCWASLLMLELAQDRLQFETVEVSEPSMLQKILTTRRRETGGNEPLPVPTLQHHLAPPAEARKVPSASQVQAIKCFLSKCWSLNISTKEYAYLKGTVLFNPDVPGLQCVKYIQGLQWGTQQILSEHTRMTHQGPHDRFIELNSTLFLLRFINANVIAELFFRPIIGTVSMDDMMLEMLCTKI
GC-A act: GC-A stimulated cGMP production enhancers – HEK293 GC-A cells, cGMP TR-FRET, EC30 ANP, primary screen; 0% at EC30 ANP, 100% saturating ANP; activation, % at 10 µM; 370,000 compounds, 0.14% hits; in the data active means activation above about 40%
sPLA2-III inh: human group III sPLA2 inhibitors, primary screen, biochemical, QFRET, BODIPY PC-A2 liposome substrate. 370,000 compounds, 0.56% hits. QFRET BODIPY PC-A2 liposome hydrolysis, fluorescence. inhibition, % at 12.2 µM. Group 3 secretory phospholipase A2 (Homo sapiens), Q9NZ20;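 active means inhibition above mean plus 3 SD of compounds lying within the high and low control bounds, cut at about 19% in these data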;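 further: 0% = median of test compound wells and 100% = no enzyme DMSO wells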
Target sequence (Q9NZ20 whole entry, looked up): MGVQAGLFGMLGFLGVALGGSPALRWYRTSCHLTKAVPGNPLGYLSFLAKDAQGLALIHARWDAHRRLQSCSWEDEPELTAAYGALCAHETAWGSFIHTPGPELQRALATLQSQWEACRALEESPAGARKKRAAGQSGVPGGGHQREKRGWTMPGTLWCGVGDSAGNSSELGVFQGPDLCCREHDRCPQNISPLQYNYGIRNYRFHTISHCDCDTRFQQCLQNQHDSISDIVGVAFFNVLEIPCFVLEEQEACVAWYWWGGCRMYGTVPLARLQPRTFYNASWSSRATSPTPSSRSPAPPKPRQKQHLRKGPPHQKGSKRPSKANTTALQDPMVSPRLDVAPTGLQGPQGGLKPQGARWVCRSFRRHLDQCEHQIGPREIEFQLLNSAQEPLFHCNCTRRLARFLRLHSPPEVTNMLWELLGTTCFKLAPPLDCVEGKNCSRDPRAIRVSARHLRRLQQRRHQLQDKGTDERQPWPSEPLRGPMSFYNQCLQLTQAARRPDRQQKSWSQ
hcDAF12 agonist: H. contortus DAF-12 nuclear receptor activators, primary screen, cell-based, luminescence, HEK293, lit1-tk-luc reporter. HEK293 hcDAF-12 lit1-tk-luc reporter; 0% DMSO, 100% Δ7-dafachronic acid. activation, % at 6.8 µM. 370,000 compounds, 1.4% hits. AID 652067, 2013;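 active means activation above the mean of all tested compounds plus 3 SD, cut at about 5.5% in these data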;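 further: 100% = response to 3 µM Δ7-dafachronic acid high control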
NPR2 activator: human GC-B receptor activators, primary screen, HEK293 GC-B cells, cGMP TR-FRET, EC30 CNP | Atrial natriuretic peptide receptor 2 (Homo sapiens), P20594 | 370,000 compounds, 0.11% hits | 0% at EC30 CNP, 100% saturating CNP | activation, % at 10 µM;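 active means activation at 10 µM reaching about 35% in either raw or pattern-adjusted values, limit read from the data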
hgDAF12 agonist: H. glycines DAF-12 receptor agonists, primary screen, cell-based, luminescence, HEK293, GAL4 fusion, UAS-luciferase; 370,000 compounds, 1.8% hits; Nuclear hormone receptor DAF-12 (Heterodera glycines), GAL4 fusion; activation, % at 6.8 µM; AID 687014, 2013; HEK293 GAL4-hgDAF12 UAS-luciferase reporter, agonist luminescence; normalized to butyrate control;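 active means activation above a cutoff set at the mean of all screened compounds plus 3 SD, cut at about 10% in these data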;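 further: 0% = DMSO wells and 100% = sodium butyrate wells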
ADAM10 inh: human ADAM10 inhibitors, primary screen, biochemical, QFRET, HTS; Disintegrin and metalloproteinase domain-containing protein 10 (Homo sapiens), O14672; recombinant ADAM10, EDANS/DABCYL FRET peptide cleavage, 3 h; inhibition, % at 7 µM; 370,000 compounds, 0.62% hits; AID 720582, 2013;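 active means inhibition above a per-campaign cutoff equal to the mean of compounds falling between control-based bounds plus 3 SD, cut at about 20% in these data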;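 further: 0% = DMSO wells while the 100% control is not disclosed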
GAA850 FXN act: FXN promoter activators, primary screen, cell-based, luciferase luminescence, HEK293 lucGAA850; AID 540364, 2011; activation, % at 6 µM; HEK293 lucGAA850 FXN promoter luciferase reporter, 24 h; percent of 10 µM SAHA response; 360,000 compounds, 0.56% hits;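 active means activation above the average of all compounds screened plus 3 SD, cutoff fixed separately per campaign, cut at about 7.5% in these data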;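 further: 0% = DMSO wells and 100% = 10 µM SAHA wells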
DAX1 inh-2: DAX1 (NR0B1) inhibitors on StAR promoter, primary screen, cell-based, luminescence, SF-1 (NR5A1), full-length DAX-1. HEK293T StAR-luciferase reporter, SF-1/DAX-1 repression relief. inhibition, % at 6.8 µM. 370,000 compounds, 1.1% hits. AID 652010, 2013;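 active means inhibition above the mean over all tested compounds plus 3 SD, cut at about 3.6% in these data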;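 further: 0% = DAX-1 cells with DMSO and 100% = cells lacking DAX-1 with DMSO; higher inhibition means more luminescence from relief of DAX-1 repression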
* = called active by the depositor; i = inactive; nt = no result given.

The line under a structure holds: SMARCA2 activ	ssDAF12 agonist	DAX1 inh-1	GC-A act	sPLA2-III inh	hcDAF12 agonist	NPR2 activator	hgDAF12 agonist	ADAM10 inh	GAA850 FXN act	DAX1 inh-2
Cc1ccc(NC(=O)CSC2=NN3CCCC(=O)N=C3S2)c(C)c1
→ -1	-1.5	0.2	3	-1	-2.0	3	0.8	-4	-1.2	0.7
O=C(O)C1CCN(C(=O)NC2CCCCC2)CC1
→ 1	-1.4	0.9	-2	4	-0.7	4	-0.2	-13	-1.6	1.2
COc1cccc(/C=C2\SC(=S)N(NS(=O)(=O)c3ccc(C)cc3)C2=O)c1OC
→ -3	-0.6	0.0	-1	-40	-0.2	7	-1.8	16	-1.1	0.6
CCOc1cc(/C=N/NC(=O)c2ccccn2)ccc1OC(=O)c1ccc(F)cc1
→ 3	-0.3	1.2	0	-5	1.4	2	8.9	12	2.2	6.1*
CCOC(=O)N1CCC(NC(=O)CCN2C(=O)COc3ccccc32)CC1
→ -3	-1.4	0.1	0	0	-1.9	1	1.4	2	-3.3	0.6
COC(=O)C(CO)NC(=O)C(C)NC(=O)CNC(=O)OCc1ccccc1 (centres undefined)
→ -3	-1.7	0.0	5	3	0.2	4	-3.5	-3	-0.5	0.9
CN(CCOC(=O)/C=C/c1ccco1)Cc1ccccc1
→ 0	-2.2	-0.2	2	-5	-1.4	-1	-0.5	-14	0.7	0.5
CC(On1nnc2ccccc21)C(=O)N1CCN(Cc2ccccc2)CC1 (centres undefined)
→ 0	-1.2	0.8	3	-6	-0.8	2	5.8	12	0.0	0.6
O=C(NNC(=S)NC(=O)c1ccccc1)c1ccc(O)cc1
→ 0	-0.8	0.4	3	9	1.2	-3	0.5	-1	-1.2	-0.2
CN(CC(=O)Nc1ccccc1C(=O)N1CCCC1)S(=O)(=O)c1ccc(Br)cc1
→ 1	-1.6	-0.8	-3	-4	-0.3	-4	3.1	4	-0.9	0.0
O=C1C2CCCCN2C(=O)N1CCN1CCN(c2ccc(F)cc2)CC1 (centres undefined)
→ -3	-1.3	-2.5	1	11	1.6	0	0.1	16	0.1	0.3
O=C(CSc1nnc(-c2ccncc2)o1)N1CCCC1
→ 2	-0.4	-0.3	-4	3	0.7	1	-1.1	-2	0.5	-0.3
CCN(C(=S)Nc1cccnc1)c1cccc2ccccc12
→ 0	-0.3	1.2	-2	0	3.7	-2	-0.1	-109	-0.3	-0.4
CCOC(=O)Cc1csc(NC(=O)COc2ccc(N(C)S(=O)(=O)c3cccs3)cc2)n1
→ -2	-1.7	-2.1	-1	-21	-2.5	-2	-1.9	10	-0.9	-0.9
O=C(Nc1cccc(S(=O)(=O)NC2=NCCCCC2)c1)c1ccc(Cl)cc1
→ -3	-1.7	-2.4	5	6	-4.5	-2	-5.4	-7	-0.6	-7.3
O=c1n(-c2cccc(Cl)c2)c(=O)n2n1CCC2
→ 1	-0.8	-1.0	1	-2	-1.9	-2	-2.9	1	-1.7	-0.7
COc1ccc(CNC(=O)CS(=O)Cc2nc(-c3ccc(C)cc3)oc2C)cc1 (centres undefined)
→ -2	-0.7	0.2	11	6	-0.5	0	-0.2	-12	-3.1	-1.1
Cc1ccc(C)c(N2CCN(C(=O)c3ccc(CS(=O)Cc4ccc(Cl)cc4)o3)CC2)c1 (centres undefined)
→ -3	-1.2	-0.7	0	-13	-1.9	-1	-3.1	11	-0.5	-1.3
CCOc1cc(N2CCOCC2)c(OCC)cc1NC(=O)c1cc(C)nc2ccccc12
→ -2	-2.0	-0.7	1	3	-2.3	-1	-2.8	0	-0.3	-2.0
CC(C)(C)CC(=O)NC(=S)Nc1ccccc1[N+](=O)[O-]
→ -4	-1.8	0.3	-1	7	-1.9	0	-1.3	-7	0.9	-1.7
CC(C)(C)C(=O)NC(=S)Nc1cccc(C(=O)O)c1
→ 4	-0.5	1.0	6	1	3.7	0	14*	-92	5.9	4.3*
COC(=O)Cc1c(C)c2ccc(OCC(=O)N3CCCC(C)C3)c(C)c2oc1=O (centres undefined)
→ -3	-1.9	-1.4	0	-3	-2.1	2	-3.8	i	0.9	-4.7
O=C(Oc1ccc(Cl)c2cccnc12)N1CCOCC1
→ -4	-0.2	0.3	2	5	-0.9	-1	0.6	-32	-0.2	-1.3
N=c1oc2ccc(Br)cc2cc1C(=O)NCc1ccc(F)cc1
→ -3	-0.4	0.0	1	-4	4.9	2	5.2	1	1.4	0.6
CCC(C)Nc1nc(CN2CCOCC2)nc2sc3c(c12)CCC3 (centres undefined)
→ 0	-1.7	-0.1	16	10	-2.5	18	-1.2	-93	0.9	-0.6
Cc1ccc(-n2c(SCC(=O)Nc3ccc(OCc4ccccc4)cc3)nnc2-c2cnccn2)cc1
→ -7	-0.8	nt	-1	12	-2.8	-1	3.3	6	nt	-3.3
CCN(CC(=O)Nc1ccc(Cl)c(C(F)(F)F)c1)CC(=O)NC1CCS(=O)(=O)C1 (centres undefined)
→ 1	-1.4	-0.4	5	-1	-0.9	-2	-0.9	7	1.2	0.8
CN(CC1CCCO1)S(=O)(=O)c1ccc(C(=O)Nc2nc3cc4c(cc3s2)OCO4)cc1 (centres undefined)
→ -2	-2.0	-2.9	5	0	-1.9	2	-3.3	-12	-4.7	-2.6
O=C(COc1ccc(F)cc1)Nc1nc(-c2ccccn2)cs1
→ -2	-0.5	0.4	4	6	0.6	2	1.5	-4	-1.2	-1.8
CSc1nnc(C2CCN(CC(=O)Nc3ccccc3N3CCOCC3)CC2)n1C
→ -1	-1.0	1.7	-5	-4	0.5	-2	0.5	-3	2.2	0.6
COc1ccc(S(=O)(=O)NCC(=O)N(CC(=O)NCc2ccco2)Cc2ccc(F)cc2)cc1
→ -2	-1.1	-0.7	-5	-12	0.2	-1	0.8	-4	-0.1	0.2
CCOC(=O)CCc1nc2ccccc2[nH]c1=O
→ 5	0.1	-0.1	1	5	0.3	1	1.3	-248	-2.4	-0.4
N#Cc1ccccc1S(=O)(=O)Nc1ccc2c(c1)OCCO2
→ -1	-1.5	-1.1	4	-1	-2.6	-3	2.4	5	-2.5	-0.7
O=C(Nc1ccc(Cn2cccn2)cc1)c1ccc(COc2cccc(Br)c2)cc1
→ 0	-2.0	-2.0	-3	-35	-0.9	-7	-3.9	18	1.6	-1.0
CNc1nc(Nc2ccccc2)nc(OCC(F)(F)F)n1
→ 3	-1.2	-0.9	3	3	-2.0	2	-1.9	0	3.3	0.0
C=CCOc1ccc(C(c2c(O)nc(SC)[nH]c2=O)c2c(O)nc(SC)[nH]c2=O)cc1
→ -2	-0.5	3.7	-3	8	-0.7	5	0.4	-6	-0.9	0.0
O=C(N/N=C\c1ccc2c(c1)OCO2)c1cncc(Br)c1
→ -1	-1.3	-0.7	1	8	-0.7	2	2.0	-4	-0.3	0.0
Cc1ccc(C(=O)Nc2nc(-c3cccnc3)cs2)o1
→ 1	-0.8	-0.1	1	4	0.7	-2	2.3	-1	1.7	0.8
COc1ccc(-n2c(SCC(=O)Nc3ccc(NC(C)=O)cc3)nc3c([nH]c4ccccc43)c2=O)cc1OC
→ -1	1.0*	0.2	1	-6	9.6*	4	-0.3	2	1.2	-0.7
CCCCc1c(O)n2c(nc3ccccc32)[nH]c1=O
→ 0	-0.6	-0.2	3	0	-0.8	-1	1.9	1	1.3	-0.5
N#Cc1c(N)nc2c(c1N)CC(C(F)(F)F)O2 (centres undefined)
→ -2	-1.5	-1.4	-1	5	-1.4	-8	2.7	0	-2.6	-0.2
Nc1nc(N2CCN(C(c3ccccc3)c3ccccc3)CC2)n[nH]1
→ -3	-1.0	0.7	-7	-1	-2.4	-6	-1.4	-3	2.5	-0.3
O=S(=O)(NCCN1CCCC1)c1ccc(Br)cc1
→ 1	-0.8	1.5	5	-7	0.3	-4	0.7	2	0.8	0.2
CCCc1cc(=O)[nH]c(SCC(=O)c2ccc3c(c2)OCCO3)n1
→ -1	-0.9	0.6	-3	-38	-0.2	2	-0.1	5	1.0	-0.6
O=C(Oc1ccccc1F)C1CCN(C(=O)c2ccc(F)cc2)CC1
→ 0	-0.4	-1.4	-4	0	-1.1	-3	0.7	10	0.8	-0.5
Cc1ccc(C(=O)c2cn(-c3ccc(F)c(Cl)c3)nn2)cc1
→ 2	-2.0	1.7	6	0	-0.7	2	0.6	2	0.4	-0.1
CCn1cc(S(=O)(=O)CC(=O)Nc2cc(C)ccc2C)c2ccccc21
→ 0	-0.6	-1.0	-10	2	0.3	-6	3.4	-9	0.2	-1.3
Cc1onc(-c2ccccc2)c1C(=O)N1CCCN(C(=O)c2c(-c3ccccc3)noc2C)CC1
→ -1	-0.8	2.8	-2	-1	-1.5	-5	1.2	2	-0.5	0.7
CCC(CO)Nc1ccc(-c2n[nH]c(=O)c3ccccc23)cc1[N+](=O)[O-] (centres undefined)
→ 0	-1.8	-1.6	3	-3	-2.4	1	-0.7	-2	-1.4	0.3
CC1COc2ccccc2N1S(=O)(=O)c1cc(Cl)ccc1Cl (centres undefined)
→ -1	-0.9	0.5	-4	-4	0.3	-5	1.4	-2	-0.4	0.5

Next records:
The line under a structure holds: SMARCA2 activ	ssDAF12 agonist	DAX1 inh-1	GC-A act	sPLA2-III inh	hcDAF12 agonist	NPR2 activator	hgDAF12 agonist	ADAM10 inh	GAA850 FXN act	DAX1 inh-2
CCCn1c(O)c(CN2CCCCC2)c(C)c(C#N)c1=O
→ 0	-1.1	1.5	1	-1	-1.0	-3	1.2	-34	1.9	0.5
FC(F)(F)c1cc(Oc2ccccc2Cl)nc(-c2ccccn2)n1
→ -2	-1.7	-1.2	9	0	-1.6	11	2.2	-1	-6.2	0.0
CSc1ccc(S(=O)(=O)NCc2ccccc2)cc1
→ -4	-0.6	-0.7	5	-6	-0.7	4	0.1	3	-4.0	-0.7
COc1ccc(C)c2sc(N(CCN(C)C)C(=O)/C=C/c3cccs3)nc12
→ -1	1.2*	0.4	-1	-18	6.1*	-13	0.9	11	0.6	-0.3
OC(COc1ccc(F)cc1Cl)CN1CCC(Cc2ccccc2)CC1 (centres undefined)
→ -2	-1.1	-0.1	-9	-10	-2.5	-5	-0.9	2	-0.4	-0.4
